# TSHR antag = Antagonists of the Thyroid Stimulating Hormone Receptor: HTS campaign. Thyrotropin receptor (Homo sapiens), P16473. TSHR-expressing cells, TSH-stimulated cAMP HTRF, 2 h; hits give low values. activity change, negative = inhibition, % at 11.5 µM. 0.2% of 330,000 active. AID 504810, 2011;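 active = activity change below a set negative limit, meaning inhibition stronger than a set level, cut at about -70% in these data; inconclusive = activity change between two set negative limits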; also: % is scaled to controls: 0 for no effect and ±100 for the full control effect
#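 Freshly harvested TSHR cells receive pin-tooled compound, then EC80 TSH at 4nM final. After 2 hours at 37 deg C, antibody in lysis buffer and cAMP-d2 are added; 30 minutes at ambient temperature precede the HTRF read.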
# Tb PFK block = qHTS Assay to Find Inhibitors of T. brucei phosphofructokinase. Potency, µM (highest dose often 57.5 µM), without a hit: at the highest dose activity, negative = inhibition, hits mostly inhibitors. 0.17% of 330,000 active. ATP-dependent 6-phosphofructokinase (Trypanosoma brucei brucei), O15648. AID 485367, 2010. T. brucei PFK, ADP-Glo luminescence;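 also: potency is read from the fitted curve at half-maximal effect; 0% = uninhibited 1x PFK enzyme wells and -100% = no-enzyme wells; nearly all actives have a fitted effect of over 60% in size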
#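 Activity is normalized to no-enzyme wells (full inhibition) and 1.25 nM enzyme wells (no inhibition). Reaction: 0.5 mM F6P, 0.1 mM ATP, 45 min RT, ADP-Glo luminescence; concentration-response curves fitted and classed by quality.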
# uPA surface inh = qHTS for Inhibitors of Cell Surface uPA Generation. Potency, µM (highest dose often 38.3 µM), inactives show top-dose activity change, negative = inhibition, actives largely listed as inhibitors. cell surface uPA generation assay, qHTS. 0.31% of 330,000 active; active = well fitted inhibition curve with a large enough effect; inconclusive = small, poorly fitted or top-dose-only effect; inactive = no such curve, though single readings can be large or run the other way; tested in mouse RAW 264.7 cells; also: potency is read from the fitted curve at half-maximal effect; % is scaled to controls: 0 for no effect and ±100 for the full control effect; nearly all actives have a fitted effect of over 55% in size
# USP2a block = qHTS Assay for Inhibitors of Ubiquitin-specific Protease USP2a Using CHOP2 as the Reporter | USP2 core, Ub-CHOP2 coupled fluorogenic reporter, 485/531 | 0.01% of 330,000 active | Potency, µM (highest dose often 38.3 µM), for the others: at the top dose activity change, negative = inhibition, most hits filed as inhibitors | AID 463254, 2010;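 also: potency is read from the fitted curve at half-maximal effect; plate controls were DMSO wells for no effect and full inhibition by NEM control for full effect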
# Target sequence (O75604 whole entry, looked up): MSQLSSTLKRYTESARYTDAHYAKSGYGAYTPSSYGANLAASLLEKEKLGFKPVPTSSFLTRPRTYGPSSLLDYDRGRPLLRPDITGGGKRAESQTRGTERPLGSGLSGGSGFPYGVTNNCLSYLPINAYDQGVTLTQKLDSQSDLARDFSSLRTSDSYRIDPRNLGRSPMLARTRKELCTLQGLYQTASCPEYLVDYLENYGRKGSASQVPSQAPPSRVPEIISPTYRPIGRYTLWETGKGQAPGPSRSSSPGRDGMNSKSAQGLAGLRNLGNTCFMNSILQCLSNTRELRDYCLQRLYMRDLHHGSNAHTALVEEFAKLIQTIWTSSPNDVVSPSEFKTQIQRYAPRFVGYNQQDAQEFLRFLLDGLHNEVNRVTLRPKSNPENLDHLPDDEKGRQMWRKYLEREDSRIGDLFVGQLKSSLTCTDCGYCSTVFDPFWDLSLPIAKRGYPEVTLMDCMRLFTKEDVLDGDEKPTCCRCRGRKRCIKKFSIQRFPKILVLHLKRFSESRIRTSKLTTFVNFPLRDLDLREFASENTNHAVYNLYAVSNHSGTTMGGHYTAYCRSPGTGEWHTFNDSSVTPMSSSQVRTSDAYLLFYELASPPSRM
#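 Cell-free coupled assay: 10nM USP2 core preincubated 30min RT with compound in Tris-HCl pH 8.0/CaCl2/CHAPS buffer, then 25nM Ub-CHOP2 and 25nM reporter substrate; fluorescence (Ex 485/Em 531) read after 60min RT, normalized to NEM inhibition, concentration-response curves fitted.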
# TSG101-PTAP inh = qHTS Assay for Iinhibitors of HIV-1 Budding by Blocking the Interaction of PTAP/TSG101 | Tumor susceptibility gene 101 protein (Homo sapiens), Q99816 | Fluorescence polarization, FITC-PTAP peptide / Tsg101 binding | Potency, µM (doses to about 115 µM), inactives show top-dose activity change, negative = inhibition, hits mostly inhibitors | 340,000 tested, under 10 active | AID 493005, 2010; active = well fitted inhibition curve with a large enough effect in the main read-out, with a control signal flat, not every such curve was filed as active; inconclusive = small, poorly fitted or top-dose-only effect, or effect the other way, or a change in a side signal; inactive = no such curve, though single readings can be large or run the other way; also: potency is read from the fitted curve at half-maximal effect; % of control where 0% means no effect
# Target sequence (Q99816 whole entry, looked up): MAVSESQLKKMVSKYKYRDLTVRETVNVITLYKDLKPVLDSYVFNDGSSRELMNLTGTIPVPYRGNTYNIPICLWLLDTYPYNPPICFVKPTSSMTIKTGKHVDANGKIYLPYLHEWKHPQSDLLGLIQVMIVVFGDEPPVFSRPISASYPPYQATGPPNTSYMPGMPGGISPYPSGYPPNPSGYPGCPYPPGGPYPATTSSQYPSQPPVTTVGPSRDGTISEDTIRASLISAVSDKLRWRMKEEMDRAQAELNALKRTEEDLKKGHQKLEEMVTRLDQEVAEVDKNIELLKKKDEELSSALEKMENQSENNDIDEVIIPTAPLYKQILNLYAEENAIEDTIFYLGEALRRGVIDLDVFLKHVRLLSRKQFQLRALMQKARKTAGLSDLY
#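 Compounds were pin-transferred onto Tsg101 binding domain (10 uM final) in HEPES pH 7.5 buffer, then FITC-PTAP peptide was added at 50 nM final. After 20 min at RT, polarization reported peptide displacement across a qHTS concentration series.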
# B2AR arrestin = qHTS assay of beta-arrestin-biased ligands of beta2-adrenergic receptor; Potency, µM (highest dose often 46.1 µM), for inactives: at the top dose activation, actives largely listed as activators; Beta-2 adrenergic receptor (Homo sapiens), P07550; 0.02% of 330,000 active; beta-arrestin recruitment to beta2AR, cell-based reporter;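 also: potency is read from the fitted curve at half-maximal effect; 0% = DMSO controls and full agonism = EC100 isoproterenol or metaproterenol; nearly all actives have a fitted effect of over 65% in size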
# Mito fusion yeast = qHTS Assay for Small Molecule Inhibitors of Mitochondrial Division or Activators of Mitochondrial Fusion | 0.23% of 320,000 active | Potency, µM (highest dose often 46.1 µM), for the others: at the top dose growth rescue (activation), hits mostly activators | S. cerevisiae fusion-defective mutant growth rescue, CellTiterGlo 48 h;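 also: potency is read from the fitted curve at half-maximal effect; % of control where 0% means no effect; nearly all actives have a fitted effect of over 45% in size; temperature-sensitive fusion mutants such as fzo1-1 at 37 °C on non-fermentable ethanol glycerol medium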
#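 Temperature-sensitive fusion-defective S. cerevisiae (e.g. fzo1-1, mgm1-5) were grown with compound in YPEG medium (3% ethanol, 3% glycerol) for 48 hours at 37C. Growth rescue was measured as viability by CellTiterGlo luminescence after 10 minutes at ambient.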
# TCR act = Activators of T cell receptors: qHTS campaign; primary human leukocytes, anti-CD3, IL-2 HTRF, 48 h; Potency, µM (titrated, usually from 9.22 µM), inactives show at the top dose activation of IL-2 secretion, hits mostly activators; 330,000 tested, under 10 active; AID 504894, 2011; also: % of control where 0% means no effect
#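 Compounds are tested in HTS on primary human leukocytes co-incubated with a-CD3 beads for 48 hr. IL-2 output is measured by time-resolved FRET.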
# ELG1 repair inh = qHTS screen for small molecules that inhibit ELG1-dependent DNA repair in human embryonic kidney (HEK293T) cells expressing luciferase-tagged ELG1; 2.3% of 330,000 active; HEK293T ELG1-luciferase reporter, luminescence, 16 h; DNA damage induced by 5-fluorouridine; Potency, µM (top dose mostly 46.1 µM), for inactives: top-dose activity change, negative = inhibition, actives largely listed as inhibitors; also: potency is read from the fitted curve at half-maximal effect; % is scaled to controls: 0 for no effect and ±100 for the full control effect; nearly all actives have a fitted effect of over 55% in size
#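 HEK293T cells expressing luciferase-tagged ELG1 (2,000/well) received 5-Fluorouridine plus compound or DMSO for 16 hr at 37 °C. Luciferase was read by ONE-Glo luminescence after 30 min at room temperature.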
# Eya2 inh = qHTS Assay for Inhibitors of the Phosphatase Activity of Eya2; Protein phosphatase EYA2 (Homo sapiens), O00167; recombinant Eya2, OMFP fluorescence dephosphorylation (OMFP is methylfluorescein phosphate); Potency, µM (doses to about 76.9 µM), for inactives: top-dose activity, negative = inhibition, hits mostly inhibitors; 0.006% of 330,000 active; AID 488837, 2010; also: potency is read from the fitted curve at half-maximal effect; % is scaled to controls: 0 for no effect and ±100 for the full control effect
#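 Eya2 protein (added as 0.2 uM solution) was preincubated with compound for 10 min at ambient temperature in 50 mM HEPES pH 7.5, 50 mM NaCl, 5 uM MgCl2, 0.05% BSA, 1 mM DTT. OMFP (added at 50 uM) then reacted 10 min; fluorescence read at 485/525 nm.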
# Chronic BCR inh = qHTS Assay to Find Inhibitors of Chronic Active B-Cell Receptor Signaling. ABC-DLBCL IkBa-CBG/CBR reporter, luminescence ratio, 4 h. Potency, µM (highest dose often 46.1 µM), inactives show top-dose ratio change, negative = lower green/red ratio, hits mostly inhibitors. 0.05% of 340,000 active; active = well fitted inhibition curve with a large enough effect in the signal ratio, with a control signal flat, not every such curve was filed as active; inconclusive = small, poorly fitted or top-dose-only effect, or effect the other way, or a change in a side signal; the % refers to the signal ratio;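 also: potency is read from the fitted curve at half-maximal effect; plate controls were basal doxycycline-induced cells for no effect and cells given 10 µM MG132 for full effect; MG132 reads +100%, hits lower the ratio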
#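 Compounds up to 46 uM were incubated four hours with TMD8 cells whose green CBG68 luciferase is fused to IkappaBalpha; red CBR luminescence normalised the signal, and concentration-effect curves were fitted to fusion, red and ratio data.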
# * hit, by the source's call; ? = inconclusive; . = no result given; [ ] = another dose, or the depositor's remark. Unless noted, calls follow the shape of the dose curve; as a rule, active = well fitted curve in the direction sought with a large enough effect; inconclusive = small, poorly fitted or top-dose-only effect, or another doubt; inactive = no such curve, though single readings can be large; an effect the other way counts as inactive or inconclusive. Compounds as they come; about 3% have a hit in one of these screens.
SMILES,TSHR antag,Tb PFK block,uPA surface inh,USP2a block,TSG101-PTAP inh,B2AR arrestin,Mito fusion yeast,TCR act,ELG1 repair inh,Eya2 inh,Chronic BCR inh
c1nnnn1C12CC3CC(CC(C3)C1)C2,-2,-1%,-5%,1%,0%,-0.1%,-7%,-4%,5%,-4%,?
Cc1cc(C)n(CCNS(=O)(=O)c2ccc(Cl)cc2)n1,6,-9%,3%,3%,-2%,0.2%,-1%,1%,6%,-5%,-4%
CCn1c(CCc2ccccc2)nc2ccccc21,-8,-1%,-4%,3%,-4%,0.4%,-9%,0%,?,14%,6%
Cc1ccc(C)c(NC(=O)CSc2nc(C)cc(C)c2C#N)c1,4,-2%,10%,1%,-7%,-0.4%,-1%,0%[46.1 µM],?,-22%,3%
CCN(C[C@H]1N[C@@](Cc2ccccc2)(C(=O)OC)[C@H]2C(=O)N(C)C(=O)[C@@H]12)C(=O)Nc1ccc(F)cc1,1,0%,-3%,1%,-1%,-1.1%,.,-3%,-1%,7%,-1%
COc1ccc(-c2nnc(NC(=O)CSc3ccccc3)s2)cc1OC,19,-5%,0%,13%,-2%,-0.2%,-1%,-3%[46.1 µM],24%,-5%,?
O=C(O)c1ccc(Cl)c(S(=O)(=O)NCC2CCCO2)c1 (configuration not stated),0,0%,2%,3%,-12%,-0.2%,-2%,2%,0%,6%,?
Cc1onc(-c2c(Cl)cccc2Cl)c1C(=O)c1c[nH]c(C(=O)NCCCN2CCOCC2)c1,50,0%,5%,1%,-3%,0.0%,2%,3%,-4%,1%,2%
CC(C)(C)C(=O)Oc1ccc2cc(-c3ccc4ccccc4n3)c(=O)oc2c1,-5,0%,3%,-1%,-2%,-0.9%,-5%,-2%[46.1 µM],?,2%,5%
COCCCC1CCN(C(=O)c2cc(COc3cc(C)ccc3C)on2)CC1,3,-3%,6%,-11%,-2%,0.5%,20%,-11%,?,-8%,1%
OC(COc1ccccc1)CN1CCN(c2ncccn2)CC1 (configuration not stated),-5,-5%,.,-1%,-7%,-0.1%,0%,6%,-8%,5%,7%
Cc1cc2oc(=O)cc(-c3ccccc3)c2c(C)c1-c1ccc(N(C)C)cc1,0,5%,5%,2%,-8%,-0.8%,.,-2%[46.1 µM],15%,1%,?
CCN(CC)C(=O)CSc1nnc(CNc2ccc(F)cc2)n1Cc1ccco1,6,1%,-7%,5%,0%,0.3%,-1%,1%,-9%,-10%,-8%
COc1ccc(OCCCC(=O)ON=C(N)c2ccccc2Cl)cc1,-10,0%,-3%,-3%,-2%,0.3%,2%,-3%,0%,5%,-7%
Cc1cc(C(=O)COc2ccc(Br)cc2F)c(C)n1C1CC1,-30,-3%,-5%,0%,0%,-1.0%,13%,2%,?,13%,?
COc1cc2oc(=O)ccc2cc1[C@H](O)[C@@H](O)C(C)(C)O,-5,1%,19%,1%,9%,4.6%,1%,1%,23%,12%,-4%
COc1ccccc1NC(=O)CSCC(N)=O,13,-6%,-3%,2%,3%,-0.3%,0%,-5%,3%,-2%,-6%
Cc1cccc(OCCc2c(C)[nH]c(=S)[nH]c2=O)c1,-3,-5%,-7%,1%,-2%,0.2%,-3%,-5%,?,-5%,-3%
CC(=O)C1=C(c2ccccc2)NC(=O)NC1c1ccccc1OCC(=O)NCc1ccccc1 (configuration not stated),-3,4%,.,0%,-9%,3.2%,-1%,6%,?,10%,?
CN(CC(=O)NCc1ccc(F)cc1)S(=O)(=O)c1cccc2nsnc12,-7,-1%,2%,2%,-1%,0.4%,0%,-4%,-6%,3%,-4%
O=C(Nc1nc2cc3c(cc2s1)OCCO3)c1ccc(N2C(=O)CCC2=O)cc1,4,-1%,1%,-1%,1%,-0.5%,-2%,10%,?,-2%,0%
S=C(NNC(=S)Nc1ccccc1)Nc1ccccc1,-1,-9%,-2%,1%,-3%,-0.8%,16%,-15%,?,2%,?
COc1cccc2[nH]c3c(N4CCC(C)CC4)ncnc3c12,.,2%,.,0%,1%,-1.1%,2%,2%,?,-4%,?
COC(=O)c1cc(C)nc2c1C(=O)C(=O)C=C2N1CCOCC1,24,-5%,-16%,1%,0%,0.1%,-3%,-2%,5.2µM*,-1%,?
NC1=NC(=O)/C(=C/c2cccs2)S1,6,13%,.,0%,-9%,2.9%,2%,-2%,4%,-6%,-2%
# The results go on.
SMILES,TSHR antag,Tb PFK block,uPA surface inh,USP2a block,TSG101-PTAP inh,B2AR arrestin,Mito fusion yeast,TCR act,ELG1 repair inh,Eya2 inh,Chronic BCR inh
COCCN(C(=O)COC(=O)/C=C/c1ccc(OC)c(OC)c1)c1c(N)n(Cc2ccccc2)c(=O)[nH]c1=O,-2,-11%,5%,1%,-7%,-1.0%,-11%,-2%,1%,8%,4%
CN(C)c1ccc(C(=O)c2ccc(O)cc2O)cc1,-10,2%,-1%,-6%,-1%,-0.6%,12%,2%[46.1 µM],?,-4%,?
CCOC(=O)N1CCN(C(=O)COC(=O)c2ccc(O)cc2O)CC1,7,1%,7%,0%,-2%,-0.6%,1%,6%,3%,7%,-2%
COc1ccccc1OCCC(=O)O,-3,2%,4%,0%,-3%,0.0%,-3%,0%,-5%,8%,-5%
COc1ccc2c(c1)c(=O)oc1c(C)c(OCc3ccc(C(=O)O)cc3)ccc12,-14,-3%,-5%,4%,-6%,0.1%,-5%,7%,10%,0%,8%
Cc1ccc(N=Cc2ccc(N(C)C)cc2)cc1C,8,-4%,5%,0%,-2%,0.1%,-5%,-1%,0%,14%,8%
COc1ccccc1NC(=O)N1CCN(c2cccc(C(F)(F)F)c2)CC1,-6,-3%,-7%,-7%,-1%,-0.4%,-3%,2%,0%,-22%,?
CCOc1ccc(S(=O)(=O)NCCC(=O)N2CCCN(C)CC2)cc1,19,5%,10%,3%,0%,-0.9%,0%,-3%,3%,5%,1%
CCOCCCN(C)C1CCN(C(=O)c2oc3ccccc3c2NC(=O)c2cccc([N+](=O)[O-])c2)CC1,10,-10%,-2%,3%,-2%,-1.1%,-8%,0%,-1%,4%,0%
O=C(NCc1cccnc1)Nc1ccccc1F,13,-5%,-2%,1%,-3%,-0.5%,-4%,4%[46.1 µM],13%,-12%,0%
CCC1CCCCN1C(=O)COc1ccc2c(c1)OCO2 (configuration not stated),-4,1%,3%,1%,-7%,-0.1%,-2%,2%,8%,-1%,-2%
CCCCOc1ccc(C2C3CN(C(=O)OCC)CC=C3C(C#N)=C(N)C2(C#N)C#N)cc1OC (configuration not stated),-14,-8%,.,1%,0%,-0.9%,1%,-1%,?,-3%,?
COc1ccc(NC2CCCN(C(=O)c3ccccc3C(F)(F)F)C2)cc1 (configuration not stated),-3,2%,23%,0%,-5%,0.4%,0%,1%,0%,1%,-4%
O=C(CN1C(=O)C2CC=CCC2C1=O)Nc1ccc(S(=O)(=O)NC2=NCCCCC2)cc1 (configuration not stated),0,-5%,2%,1%,-2%,-0.1%,2%,-2%,13%,-15%,6%
O=C(NCCC(c1ccccc1)c1ccccc1)c1cccs1,-11,9%,10%,-1%,0%,-0.4%,?,12%[46.1 µM],-12%,-11%,-19%
Cc1ccc(NS(=O)(=O)c2cc(NC(=O)c3cc(=O)[nH]c(=O)[nH]3)ccc2Cl)c(C)c1,10,5%,-2%,1%,3%,0.2%,5%,1%,-8%,-6%,?
Cc1noc(C)c1C(=O)N1CCc2ccccc2C1,13,0%,.,1%,-2%,0.5%,0%,2%,8%,-4%,3%
COc1ccc(COC(=O)C2CCN(S(=O)(=O)c3ccc(C)cc3)CC2)cc1,-1,-5%,-3%,-2%,0%,-0.1%,8%,2%,5%,-3%,-1%
C=CC[C@@H](CC(=O)N(CCO)Cc1ccccc1)C(=O)N[C@H](COC(=O)[C@@H](CC=C)Cc1ccc(F)cc1)c1ccccc1,-28,8%,-13%,-8%,.,0.0%,.,-2%,?,-30%,?

# Screening data deposited in PubChem BioAssay by National Center for Advancing Translational Sciences (NCATS).
